Screens from PubChem.
GLP-1R agonist: activates the human GLP-1 receptor; P43220; Potency, µM (doses to about 45.6 µM), for the others: at the highest dose activation, actives largely listed as activators; HEK293 GLP-1R CRE-luciferase, luminescence, 4-6 h; cells express a hypersensitive GLP-1R form; hit rate 0.007% among 380,000; also: potency is read from the fitted curve at half-maximal effect; % of control where 0% means no effect
Target sequence (P43220 whole entry, looked up): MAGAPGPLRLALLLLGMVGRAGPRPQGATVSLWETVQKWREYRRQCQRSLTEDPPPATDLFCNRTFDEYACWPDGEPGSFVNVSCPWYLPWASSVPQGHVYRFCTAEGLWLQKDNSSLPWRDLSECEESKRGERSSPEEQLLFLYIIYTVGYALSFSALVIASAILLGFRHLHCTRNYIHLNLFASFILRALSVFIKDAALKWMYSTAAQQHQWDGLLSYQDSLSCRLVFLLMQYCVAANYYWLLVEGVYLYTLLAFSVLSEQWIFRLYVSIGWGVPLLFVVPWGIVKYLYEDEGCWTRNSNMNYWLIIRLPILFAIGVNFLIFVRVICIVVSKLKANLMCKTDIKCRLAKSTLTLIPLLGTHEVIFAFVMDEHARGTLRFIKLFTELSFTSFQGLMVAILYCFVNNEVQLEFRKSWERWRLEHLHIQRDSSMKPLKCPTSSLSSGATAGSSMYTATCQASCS
D3 ag: D3 dopamine receptor (human) agonism; P35462; D3R DiscoveRx beta-arrestin cells, luminescence, 90 min; max activation, %; hit rate 0.58% among 410,000; AID 652048; in the data active = max activation above about 30%; also: 0% is about no effect; mostly tested at two doses, the higher about 12 µM
Target sequence (P35462 whole entry, looked up): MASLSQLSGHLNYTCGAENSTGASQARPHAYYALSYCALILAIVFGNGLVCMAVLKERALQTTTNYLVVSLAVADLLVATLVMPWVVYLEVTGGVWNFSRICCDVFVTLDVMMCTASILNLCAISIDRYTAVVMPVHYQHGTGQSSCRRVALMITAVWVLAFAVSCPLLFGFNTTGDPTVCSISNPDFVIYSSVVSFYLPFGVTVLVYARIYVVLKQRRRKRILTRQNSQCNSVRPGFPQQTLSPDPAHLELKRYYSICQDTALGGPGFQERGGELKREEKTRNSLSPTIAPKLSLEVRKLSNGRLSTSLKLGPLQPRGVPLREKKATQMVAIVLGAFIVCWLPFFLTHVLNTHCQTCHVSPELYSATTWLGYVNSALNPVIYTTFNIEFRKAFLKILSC
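Agonist-mode cell screen: cells plated at 1500/well and incubated overnight at 37 °C, then exposed to library compounds for 90 min at 37 °C. Detection reagent was added for 30–60 min at room temperature, and luminescence was read.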
D3 antag: D3 dopamine receptor (human) antagonism. P35462. D3R cells, DiscoveRx beta-arrestin luminescence, antagonist mode; active compounds read low. max response, negative = inhibition, %. hit rate 2.5% among 360,000. AID 652054; in the data active = max response below about -50%; inconclusive = no clear call, values can overlap the other calls; also: % is scaled to controls: 0 for no effect and ±100 for the full control effect; mostly tested at two doses, the higher about 12 µM
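Cells plated overnight at 1500 cells/well, then exposed to library compounds with dopamine controls for 90 minutes at 37 degrees C. DiscoveRx reagent added for 30–60 minutes at room temperature; luminescence read, quantitative HTS format.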
WRN helicase inh: inhibitors of human WRN helicase. Q14191. WRN helicase unwinding, fluorescent forked duplex, kinetic. Potency, µM (doses to about 114 µM), without a hit: top-dose activity change, negative = inhibition, actives largely listed as inhibitors. hit rate 0.46% among 360,000; also: potency is read from the fitted curve at half-maximal effect; % is scaled to controls: 0 for no effect and ±100 for the full control effect; nearly all actives have a fitted effect of over 55% in size
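Kinetic fluorescence helicase assay: unwinding of a quenched forked DNA duplex (100 nM final) with 2 mM ATP final raises red fluorescence (525/598 nm). Compounds sat 15 min at room temperature with 20 nM WRN beforehand.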
PI5P4Ka inh: blocks human PI5P4K alpha kinase activity; max response, %; PI5P4Kalpha enzyme, ADP-Glo luminescence, 60 min; active compounds read low; AID 652105; P48426; hit rate 1.2% among 330,000; active = max response of -50% or lower; inconclusive = between -30% and -50%; inactive = -30% or higher; also: value at the top dose of about 77 µM; % is scaled to controls: 0 for no effect and ±100 for the full control effect
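Quantitative HTS of the MLSMR library against PI5P4Kalpha with substrate. ATP added last at 5 microM final; room temperature, 60 minutes. Remaining ATP depleted, ADP converted and read as luminescence.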
GLP-1R inv ag: GLP-1 receptor (human) inverse agonism | HEK293 GLP-1R CRE-luciferase, luminescence, 24 h; GLP-1R form is constitutively active | Potency, µM (doses to about 38.3 µM), for inactives: at the top dose activity change, negative = inhibition, most hits filed as inhibitors | hit rate 1.6% among 410,000 | AID 624417; also: potency is read from the fitted curve at half-maximal effect; % is scaled to controls: 0 for no effect and ±100 for the full control effect; nearly all actives have a fitted effect of over 55% in size
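Inverse agonism was detected as reduced cAMP-driven luciferase luminescence after 24 h compound treatment. The cells were HEK293 clones expressing constitutively active human GLP-1R with the reporter. Reporter-only and GPR119 cell lines served as counterscreen controls.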
IL2 activator: activators of IL-2. IL-2 activation reporter assay, cell-based qHTS; stimulated with anti-CD3/CD4/CD28 beads; in transgenic mouse T cells. hit rate 0.065% among 360,000. AID 652025. activation, % (series mostly up to about 46 µM); in the data active = activation above about 50%; inconclusive = mostly about 30% to 49%; also: 0% is about no effect
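Unstimulated transgenic mouse T cells; 60-min compound exposure; bead-based TCR/CD4/CD28 stimulation; 18 h culture, 37 degrees C; dual fluorescence (EGFP, DsRed) plate cytometry.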
GLP1R cytotox: cytotoxic in the GLP-1 receptor inverse agonist counter-screen | HEK293 cAMP-luciferase reporter cells, luminescence, 24 h | Potency, µM (series often up to 38.3 µM), for inactives: at the top dose activity change, negative = inhibition, usual class: inhibitors | hit rate 0.13% among 410,000;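 also: loss of luciferase light is scored as toxicity; potency is read from the fitted curve at half-maximal effect; % is scaled to controls: 0 for no effect and ±100 for the full control effect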
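To flag toxic compounds, the library was rerun on cells for 24 hr at 37 deg C and 5% CO2. Viability-linked luminescence was captured 12 min after adding luciferase detection reagent.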
PLK1 PBD block: inhibitors of human PLK1 polo-box domain binding; hit rate 2.8% among 360,000; AID 720504; Plk1 PBD binding of FITC phosphopeptide, fluorescence polarization; Potency, µM, without a hit: max response, negative = inhibition, actives largely listed as inhibitors; P53350; also: potency is read from the fitted curve at half-maximal effect; series mostly up to about 57 µM; % is scaled to controls: 0 for no effect and ±100 for the full control effect; nearly all actives have a fitted effect of over 65% in size
* hit, by the source's call; & = joins results of further samples; [ ] = dose if it differs, or a comment. Unless noted, calls follow the shape of the dose curve; as a rule, active = well fitted curve in the direction sought with a large enough effect; inconclusive = small, poorly fitted or top-dose-only effect, or another doubt; inactive = no such curve, though single readings can be large; an effect the other way counts as inactive or inconclusive. Compounds were not picked by outcome (roughly 7.8% active in at least one column).

CC(CC(=O)Nc1ccc2c(c1)OCO2)c1ccccc1 (stereo not drawn) was read as GLP-1R agonist -4.0%, D3 ag 0.5, D3 antag -13.8, WRN helicase inh 15.3%, PI5P4Ka inh -6.4, GLP-1R inv ag -14.2%, IL2 activator -0.3, GLP1R cytotox -9.6% and PLK1 PBD block -17.3%.
Screening Cc1cccc(Nc2nc(N)nc(CN3CCN(Cc4ccc5c(c4)OCO5)CC3)n2)c1 returned GLP-1R agonist 6.5%, D3 ag -35.9, D3 antag -22.4, WRN helicase inh 16.7%, GLP-1R inv ag -3.7%, IL2 activator -3.5, GLP1R cytotox -17.2% and PLK1 PBD block -12.1%.
For O=C(NC1CCCCC1)N1CCCC(c2nc(-c3ccc(S(=O)(=O)N4CCCC4)cc3)no2)C1 (stereo not drawn) the results were GLP-1R agonist -0.3%, D3 ag -2.8, D3 antag 4.4, WRN helicase inh -1.1%, PI5P4Ka inh -5.9, GLP-1R inv ag 8.4%, IL2 activator 1.2, GLP1R cytotox 22.2% and PLK1 PBD block 1.0%&-13.1%.
O=C(CN1C(=O)S/C(=C/c2cccs2)C1=O)N1CCCC1 was read as GLP-1R agonist -11.0%, D3 ag -6.8, D3 antag -3.4, WRN helicase inh -11.6%, PI5P4Ka inh 1.3, GLP-1R inv ag 2.6%, IL2 activator -2.6, GLP1R cytotox 10.9% and PLK1 PBD block -4.6%.
For CC1C2=C(CC(C)(C)CC2=O)NC2=C1C(=O)CC(C)(C)C2 the results were GLP-1R agonist 7.6%, D3 ag 0.0, D3 antag -5.4, WRN helicase inh 8.3%, PI5P4Ka inh -9.6, GLP-1R inv ag -5.4%, IL2 activator 1.6 and PLK1 PBD block -4.5%.
Screening CCCC1CCC(C2=N/C(=C\c3ccc(OC)c(OC)c3)C(=O)O2)CC1 (stereo not drawn) returned GLP-1R agonist -8.3%, D3 ag 1.0, D3 antag -12.3, WRN helicase inh 2.1%, PI5P4Ka inh 1.2, GLP-1R inv ag 1.2%, IL2 activator -0.3, GLP1R cytotox 2.5% and PLK1 PBD block -10.6%.
`O=C(NCc1cccnc1)C12CC3CC(CC(C3)C1)C2` gave GLP-1R agonist 6.7%, D3 ag 0.8, D3 antag -4.4, WRN helicase inh -17.4%, PI5P4Ka inh 3.3, GLP-1R inv ag 16.2%, IL2 activator -0.5, GLP1R cytotox -2.4% and PLK1 PBD block -7.6%.
For COc1cc(S(=O)(=O)Nc2ncn[nH]2)ccc1Cl the results were GLP-1R agonist -2.6%, D3 ag -12.6, D3 antag -23.5, WRN helicase inh 0.0%, PI5P4Ka inh -7.8, GLP-1R inv ag 1.3%, IL2 activator -3.7, GLP1R cytotox 16.6% and PLK1 PBD block -8.0%.
`Cc1ccc(S(=O)(=O)N2CCOCC2)cc1NC(=O)COC(=O)CCOc1ccc(C(C)(C)C)cc1` gave GLP-1R agonist -3.2%, D3 ag 0.0, D3 antag 18.1, WRN helicase inh -15.5%, PI5P4Ka inh 5.6, GLP-1R inv ag -11.3%, IL2 activator -1.0, GLP1R cytotox 7.8% and PLK1 PBD block -2.7%.
Screening CCCCCCc1cc2cc(C(=O)Nc3cccc(OC)c3)c(=O)oc2cc1O returned GLP-1R agonist -5.9%, D3 ag 28.2, D3 antag 8.8, WRN helicase inh -24.5%, PI5P4Ka inh -4.3, GLP-1R inv ag 18.9%, IL2 activator 7.8, GLP1R cytotox 9.9% and PLK1 PBD block -1.6%.
COc1cccc(NC(=O)CN(C)C(=O)CCN2C(=O)C3CC=CCC3C2=O)c1 (stereo not drawn) was read as GLP-1R agonist -6.9%, D3 ag 2.4, D3 antag 0.0, WRN helicase inh -7.2%, PI5P4Ka inh 11.7, GLP-1R inv ag 9.4%, IL2 activator -4.1, GLP1R cytotox 7.2% and PLK1 PBD block -4.2%.
Screening COc1ccc(CNC2CC(C)N(C)CC2C)cc1OC (stereo not drawn) returned GLP-1R agonist 15.5%, D3 ag -2.3, D3 antag -2.2, WRN helicase inh -21.6%, PI5P4Ka inh -2.1, GLP-1R inv ag 5.2%, IL2 activator -2.3, GLP1R cytotox -2.2% and PLK1 PBD block -1.2%.
For CC(=O)NC(CC(=O)OCC(=O)c1ccc(NC(=O)CC(C)C)cc1)c1ccccc1 (stereo not drawn) the results were GLP-1R agonist -2.2%, D3 ag -8.6, D3 antag -8.7, WRN helicase inh -14.8%, PI5P4Ka inh inconclusive, GLP-1R inv ag 2.8%, IL2 activator -7.4, GLP1R cytotox -3.6% and PLK1 PBD block -1.5%.
COc1ccc(-n2c(C)cc(C(=O)Cn3nnc4ccccc4c3=O)c2C)cc1 was read as GLP-1R agonist 1.5%, D3 ag 1.4, D3 antag 14.4, WRN helicase inh -11.1%, GLP-1R inv ag -9.8%, IL2 activator -2.2, GLP1R cytotox -18.5% and PLK1 PBD block 2.1%.
COc1ccc(NS(=O)(=O)c2ccc(O)c(NS(=O)(=O)c3ccc(NC(C)=O)cc3)c2)cc1 was read as GLP-1R agonist -6.1%, D3 ag -3.6, D3 antag inconclusive, WRN helicase inh 0.6%, PI5P4Ka inh 0.8, GLP-1R inv ag 0.7%, IL2 activator -0.3, GLP1R cytotox 5.1% and PLK1 PBD block -4.5%.

Reprinted from the part before: two entries, followed by the next part.
COc1ccc(-n2c(C)cc(C(=O)Cn3nnc4ccccc4c3=O)c2C)cc1 was read as GLP-1R agonist 1.5%, D3 ag 1.4, D3 antag 14.4, WRN helicase inh -11.1%, GLP-1R inv ag -9.8%, IL2 activator -2.2, GLP1R cytotox -18.5% and PLK1 PBD block 2.1%.
COc1ccc(NS(=O)(=O)c2ccc(O)c(NS(=O)(=O)c3ccc(NC(C)=O)cc3)c2)cc1 was read as GLP-1R agonist -6.1%, D3 ag -3.6, D3 antag inconclusive, WRN helicase inh 0.6%, PI5P4Ka inh 0.8, GLP-1R inv ag 0.7%, IL2 activator -0.3, GLP1R cytotox 5.1% and PLK1 PBD block -4.5%.
Screening CCOC(=O)N1CCC(NC(=O)C2CCN(c3nc(-c4ccc(OC)cc4)no3)CC2)CC1 returned GLP-1R agonist -6.9%, D3 ag 5.1, D3 antag -13.6, WRN helicase inh 3.1%, PI5P4Ka inh 0.0, GLP-1R inv ag 10.0%, IL2 activator -2.2, GLP1R cytotox -12.7% and PLK1 PBD block -4.2%.
`Cc1ccc(NC(=O)CSc2nnnn2C2CCCC2)cc1S(=O)(=O)N1CCOCC1` gave GLP-1R agonist 12.0%, D3 ag 0.0, D3 antag 1.8, WRN helicase inh -4.8%, PI5P4Ka inh -6.2, GLP-1R inv ag 19.1%, IL2 activator -0.3, GLP1R cytotox -4.5% and PLK1 PBD block 1.6%.
CC1CN(C(=O)Cn2cnc3c2c(=O)n(C)c(=O)n3C)CC(C)O1 (stereo not drawn) was read as GLP-1R agonist -10.3%, D3 ag 0.8, D3 antag inconclusive, WRN helicase inh -3.3%, PI5P4Ka inh 2.9, GLP-1R inv ag 3.3%, IL2 activator 0.3, GLP1R cytotox -0.9% and PLK1 PBD block -2.9%.
`O=C1c2sccc2-c2cccc3cccc1c23` gave GLP-1R agonist inconclusive, D3 ag 7.0, D3 antag 32.5, WRN helicase inh 2.6%, PI5P4Ka inh 0.6, GLP-1R inv ag 6.4%, IL2 activator -3.3, GLP1R cytotox 144.9%[activator] and PLK1 PBD block -16.7%.
COc1ccc(-c2cn(Cc3ccc(C(N)=O)cc3)c(-c3ccncc3)n2)cc1 was read as GLP-1R agonist 10.1%, D3 ag -2.7, D3 antag -3.1, WRN helicase inh 3.3%, PI5P4Ka inh -2.1, GLP-1R inv ag 23.3%, IL2 activator -0.2, GLP1R cytotox inconclusive and PLK1 PBD block -12.6%.
For O=C(CCCC(=O)N(c1ccc2c(c1)OCCO2)C(C(=O)NC1CCCCC1)c1ccc(Cl)cc1)Nc1ccccn1 (stereo not drawn) the results were GLP-1R agonist 0.1%, D3 ag -6.4, D3 antag -14.7, WRN helicase inh -11.0%, GLP-1R inv ag inconclusive, IL2 activator 1.9, GLP1R cytotox inconclusive and PLK1 PBD block -1.0%.
CC1CN(C(C)C(=O)NC(c2ccccc2)c2ccccc2)CC(C)O1 (stereo not drawn) was read as GLP-1R agonist 3.8%, D3 ag 2.2, D3 antag 2.9, WRN helicase inh -1.4%, PI5P4Ka inh 0.5, GLP-1R inv ag -0.9%, IL2 activator 0.2, GLP1R cytotox -2.2% and PLK1 PBD block -4.5%.
`CN(CC(=O)Nc1ccccc1C(=O)N1CCCC1)S(=O)(=O)c1ccc(Br)cc1` gave GLP-1R agonist 16.5%, D3 ag 18.7, D3 antag 23.2, WRN helicase inh -13.9%, GLP-1R inv ag 0.0%, IL2 activator -2.7, GLP1R cytotox -11.5% and PLK1 PBD block -2.8%.
For Cc1c(C=O)c2ccccc2n1CCOc1ccccc1F the results were GLP-1R agonist 13.0%, D3 ag 2.5, D3 antag 33.3, WRN helicase inh 1.3%, PI5P4Ka inh -0.6, GLP-1R inv ag inconclusive, IL2 activator -3.1, GLP1R cytotox 4.6% and PLK1 PBD block 1.1%.
Screening COc1cc(C2CC(=O)Oc3c(C(CCN4CCOCC4)c4ccc(N(C)C)cc4)c(OC)cc(OC)c32)cc(OC)c1OC (stereo not drawn) returned GLP-1R agonist 26.7%, D3 ag -19.5, D3 antag 0.0, WRN helicase inh 7.5%, PI5P4Ka inh -0.4, GLP-1R inv ag 16.2%, IL2 activator 1.2, GLP1R cytotox -5.5% and PLK1 PBD block -6.5%.
`COc1ccc(CCC(=O)NNC(=O)Nc2ccccc2Cl)cc1` gave GLP-1R agonist -1.1%, D3 ag -4.9, D3 antag -12.2, WRN helicase inh 11.8%, PI5P4Ka inh 0.1, GLP-1R inv ag 4.6%, IL2 activator -1.5, GLP1R cytotox -4.7% and PLK1 PBD block -13.1%.
For OC[C@@H]1CN(Cc2ccc(-c3ccccc3)cc2)C[C@H](n2cnc3c(NC4CC4)ncnc32)O1 the results were GLP-1R agonist 13.8%, D3 ag 1.4, D3 antag 44.9, WRN helicase inh -3.6%, PI5P4Ka inh -1.7, GLP-1R inv ag -9.3%, IL2 activator 0.1, GLP1R cytotox -5.1% and PLK1 PBD block 0.8%.
